Screens deposited in PubChem by National Center for Advancing Translational Sciences (NCATS).
Tau fluor counter: counter-screen for tau fibril formation inhibitors | AID 1463 | Potency, µM (titrated, usually from 57.7 µM), inactives show at the top dose activity change, negative = decrease | tau K18 P301L (four-repeat tau fragment) Alexa594 fluorescence, heparin fibrillization | actives 0.93% (n = 280,000); also: % is scaled to controls: 0 for no effect and ±100 for the full control effect; nearly all actives have a fitted effect of over 55% in size
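Human K18 P301L tau (15 uM unlabeled plus 0.24 uM Alexa 594-labeled, final) in 100 mM sodium acetate pH 7 was mixed with compound and 20 uM heparin and incubated 6 hr at 37 C.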
Epigenetic derep: derepresses silenced GFP reporter in murine cells; murine LDR cells, GFP reporter derepression, 30 h; Potency, µM (series often up to 53.9 µM), for inactives: at the top dose GFP activation, usual class: activators; actives 0.2% (n = 280,000); also: % of control where 0% means no effect; nearly all actives have a fitted effect of over 60% in size
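Readout is the number of GFP-expressing murine LDR cells, counted by cytometry following washing. Cells were treated with compound for 30 h at 37 C; the stably integrated CMV-GFP locus is normally silent.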
The depositor's hits bear a star; ? = inconclusive; [ ] = dose if it differs, or a comment. Calls follow the shape of the dose curve; as a rule, active = well fitted curve in the direction sought with a large enough effect; inconclusive = small, poorly fitted or top-dose-only effect, or another doubt; inactive = no such curve, though single readings can be large; an effect the other way counts as inactive or inconclusive. Potency is read from the fitted curve at half-maximal effect. Some of the compounds tested. The share of hits here may be higher or lower than overall.

The opening 4 records as a preview:
SMILES	Tau fluor counter	Epigenetic derep
Cc1ccccc1CCNC(=O)C1CCN(c2nc3ccccc3nc2C(F)(F)F)CC1	-6%	0.5%
COc1ccc(-c2nc3ccc(C(=O)NCc4ccccc4)cc3nc2-c2ccc(OC)cc2)cc1	-22%	0.4%
COc1ccccc1-c1c(C)nn2c(N3CCN(c4ccc(Cl)cc4)CC3)cc(C)nc12	-6%	-1.6%
Cn1nc(-c2ccc(C(=O)Nc3ccc(OC(F)(F)F)cc3)cc2)c2ccccc2c1=O	-12%	4.2%

All compounds of this part (from the top)
SMILES	Tau fluor counter	Epigenetic derep
Cc1ccccc1CCNC(=O)C1CCN(c2nc3ccccc3nc2C(F)(F)F)CC1	-6%	0.5%
COc1ccc(-c2nc3ccc(C(=O)NCc4ccccc4)cc3nc2-c2ccc(OC)cc2)cc1	-22%	0.4%
COc1ccccc1-c1c(C)nn2c(N3CCN(c4ccc(Cl)cc4)CC3)cc(C)nc12	-6%	-1.6%
Cn1nc(-c2ccc(C(=O)Nc3ccc(OC(F)(F)F)cc3)cc2)c2ccccc2c1=O	-12%	4.2%
Cc1cc(C)c(NC(=O)CSc2nc(=O)n(Cc3cccnc3)c3c2CCC3)c(C)c1	8%	-0.2%
CCCN(c1ccccc1F)S(=O)(=O)c1ccc2c(c1)C(C)(C)C(=O)N2C	-13%	-3.0%
O=C(CSc1n[nH]c(-c2ccccc2Cl)n1)NCc1ccc(F)cc1	-13%	-1.5%
O=C(CN1C(=O)C2(SCC(=O)N2c2ccc(Cl)cc2)c2ccccc21)NCCc1ccccc1 (centres undefined)	-21%	-1.3%
CCCc1cnc2c(c1SCC(=O)Nc1ccccc1F)c(=O)n(C)c(=O)n2C	2%	?
CCOc1ccc(OCC)c(NS(=O)(=O)c2cc(-c3onc(C)c3C)ccc2OC)c1	-19%	0.8%
Cc1noc(Cn2c(=O)c3cc4c(cc3n(CC(=O)Nc3ccccc3F)c2=O)OCO4)n1	-9%	-0.5%
COc1ccc(-c2cc3ccc(O)c(CN4CCCC(C)C4)c3oc2=O)cc1OC (centres undefined)	-17%	2.5%
O=C(CSc1nc2c([nH]c3ccccc32)c(=O)n1-c1ccccc1)N1CCCC1	-7%	0.8%
Cc1c(C)n(Cc2ccccc2)c2ccc(C(=O)NCC(C)c3ccccc3)cc12 (centres undefined)	-7%	-0.6%
O=C(CSc1nc2ncccc2o1)Nc1ccc(Cl)cc1F	-6%	0.0%
O=C(CSc1nc2c([nH]c3ccccc32)c(=O)n1-c1ccccc1)Nc1ccccc1F	-23%	3.6%
COc1ccc(OC)c(CNC(=O)c2cnc3c(C)cccn3c2=O)c1	-2%	-0.5%
COc1ccc(S(=O)(=O)NCC(c2cccs2)S(=O)(=O)c2ccccc2)cc1OC (centres undefined)	-12%	0.0%
O=C(CCC1CCCC1)N1CCc2c([nH]c3ccccc23)C1c1ccc(Cl)cc1 (centres undefined)	-12%	-2.2%
Cc1ccc(NC(=O)c2c(C)oc3ncn(C)c(=O)c23)cc1F	-24%	-1.1%
CC(=O)N1CCCc2cc(S(=O)(=O)N3CCC(C(=O)Nc4cccc(Cl)c4C)CC3)ccc21	-6%	0.0%
Cc1ccc(-n2c(SCC(=O)NCc3ccc(F)cc3)nc3c([nH]c4ccccc43)c2=O)cc1	-6%	0.3%
Cc1cccn2c(=O)c(C(=O)NC(C)c3ccccc3)cnc12 (centres undefined)	2%	-1.3%
CCCc1cc(=O)[nH]c(SCc2nc(-c3ccccc3F)no2)n1	-10%	0.1%
COc1ccc2c(c1)c1c(c(=O)n(CCc3ccccc3)c(=O)n1Cc1ccc(Cl)cc1)n2C	5%	-2.5%

3 entries already listed, sorted by molar mass, lowest first:
SMILES	Tau fluor counter	Epigenetic derep
Cc1c(C)n(Cc2ccccc2)c2ccc(C(=O)NCC(C)c3ccccc3)cc12 (centres undefined)	-7%	-0.6%
O=C(CSc1nc2c([nH]c3ccccc32)c(=O)n1-c1ccccc1)Nc1ccccc1F	-23%	3.6%
Cc1noc(Cn2c(=O)c3cc4c(cc3n(CC(=O)Nc3ccccc3F)c2=O)OCO4)n1	-9%	-0.5%

Remaining list, next part:
SMILES	Tau fluor counter	Epigenetic derep
Cc1ccc(-n2ncc3c(N4CCCCCC4)ncnc32)cc1	-20%	2.5%
COc1ccc(NC(=O)CCS(=O)(=O)c2cc(Br)cc3c2N(C(C)=O)CC3)c(OC)c1	3%	-1.1%
CCOc1ccc(CNC(=O)CCS(=O)(=O)c2cc3c4c(c2)CCN4C(=O)CC3)cc1OC	-24%	0.7%
COc1cccc(CNS(=O)(=O)c2ccc3[nH]c4c(c3c2)CCCCC4)c1	13µM*[quencher]	-1.3%
O=C(OCC1CCCO1)c1ccc2c(c1)N(Cc1ccc(F)cc1)C(=O)c1ccccc1S2(=O)=O (centres undefined)	-24%	-3.1%
Cc1c(Cl)cccc1NC(=O)CNS(=O)(=O)c1cccs1	-11%	0.0%
Cc1ccc(S(=O)(=O)C(CNC(=O)c2ccc(F)c(F)c2)c2ccco2)cc1 (centres undefined)	-13%	2.1%
COCCCNC(=O)C1CCCN(c2ncnc3onc(C)c23)C1 (centres undefined)	-13%	-1.3%
Cc1ccccc1C(=O)Nc1cc(-c2ccc(Cl)cc2)nn1-c1ccccc1	-11%	2.1%
CCOc1ccccc1NC(=O)C(NS(=O)(=O)c1cccc2nsnc12)c1ccccc1 (centres undefined)	-22%	-1.1%
COc1ccc(CNC(=O)Cn2ccc3cc(S(=O)(=O)N4CCCCCC4)ccc32)c(OC)c1	-15%	0.5%
O=C(CSc1nccn1-c1ccc(Cl)cc1)Nc1ccc(Cl)c(Cl)c1	?	2.8%
COc1ccc(N2CC(NC(=O)COc3ccc4ccccc4c3)CC2=O)cc1 (centres undefined)	-14%	-2.8%
CCOc1ccc(CNC(=O)c2ccc3c(c2)nc2n3CCC(C)C2)cc1OC (centres undefined)	-6%	-1.2%
CCOc1ccc(Cn2c(CNS(=O)(=O)c3cccs3)nc3cccnc32)cc1	-21%	0.0%
CC(C)(C)OC(=O)N1CCC(c2c(C(=O)N3CCN(C(=O)c4ccco4)CC3)cnn2-c2ccc(Cl)cc2)CC1	1%	1.1%
CC(C)NC(=O)N1CCN(S(=O)(=O)c2ccc3c(ccn3C)c2)CC1	1%	-0.9%
COc1ccc(C(CC(=O)Nc2ccc(C)cn2)N2Cc3ccccc3C2=O)cc1OC (centres undefined)	2%	-1.6%
Cc1ccc(N(CC(=O)NCC(C)c2ccccc2)S(=O)(=O)N(C)C)cc1 (centres undefined)	-13%	0.8%
CCOC(=O)c1noc2ncn(CC(=O)Nc3ccccc3OC)c(=O)c12	6%	0.8%
Cc1ccc(C)c(NC(=O)Cn2cc(C(=O)c3ccc(Cl)cc3)c(=O)c3ccc(C)nc32)c1	-11%	-1.3%
CCc1nnc2n1N(C(C)=O)C(c1ccc(C(C)(C)C)cc1)=C(C(C)=O)S2	-10%	1.7%
CCOC(=O)c1cc(-c2ccccc2)n(CCCC(=O)Nc2ccc(C)c(Cl)c2)c1C	?	-1.1%
Cc1cccc(-n2ncc3c(N4CCCC(C)C4)ncnc32)c1 (centres undefined)	-12%	-0.5%
Cc1c(C(=O)NCCc2ccc(Cl)cc2)cccc1-n1cnc2cccnc21	-13%	0.0%

Next section, overlapping the part above by 2 compounds.
SMILES	Tau fluor counter	Epigenetic derep
Cc1cccc(-n2ncc3c(N4CCCC(C)C4)ncnc32)c1 (centres undefined)	-12%	-0.5%
Cc1c(C(=O)NCCc2ccc(Cl)cc2)cccc1-n1cnc2cccnc21	-13%	0.0%
Cc1cccc(C(=O)NCC(=O)OCc2cc(=O)n3nc(CC(C)C)sc3n2)c1	6%	0.0%
CCOc1ccc2nc(N3CCN(C(=O)c4ccco4)CC3)sc2c1	-17%	2.6%
CCOc1cc(CNC(=O)c2ccc(C)c(NC(=O)c3nsc4ccccc34)c2)ccc1OC	-13%	-0.8%
CN(C)c1ccc(CNC(=O)CCn2cccn2)cc1	-1%	3.8%
CCN(CC)CCNC(=O)C(=O)Nc1c2c(nn1-c1ccc(F)cc1)CSC2	1%	-0.5%
COc1ccc(C)cc1NC(=O)Cn1nc(N2CCN(c3ccccc3OC)CC2)ccc1=O	-14%	-5.4%
COc1ccccc1NC(=O)CSc1ccc(-c2sc(C)nc2C)nn1	-20%	0.0%
CCOC(=O)c1ccccc1NC(=O)N1CCc2c(sc(C)c2CC)C1c1ccccc1 (centres undefined)	-6%	-1.9%
Cc1ccc(C(=O)Nc2c(C)nc3ccccn3c2=O)cc1	3%	-0.9%
CCOC(=O)C1CCN(S(=O)(=O)c2ccc3c(c2)N(C)C(=O)CC(=O)N3C)CC1	-2%	-1.1%
Cc1ccc2nc(COc3cccc(NC(=O)COc4ccccc4F)c3)cc(=O)n2c1	-18%	?
COCCNc1ncnc2c1cnn2-c1cc(Cl)ccc1C	4%	0.5%
Cc1ccc(C(=O)n2nc(C)c(S(=O)(=O)N3CCCCCC3)c2C)cc1	-9%	-1.7%
CCCc1nn2c(=O)cc(COC(=O)CNC(=O)COc3ccc(C)cc3)nc2s1	-8%	0.0%
CCC1CCCCN1S(=O)(=O)c1ccc(C(=O)Nc2sc3c(c2C(N)=O)CCC3)cc1 (centres undefined)	-25%	2.7%
Cc1cc(C)c(NC(=O)c2cc(S(=O)(=O)NCCC3=CCCCC3)ccc2F)c(C)c1	1%	1.8%
CCOc1ccc(CCNC(=O)c2ccc3c(c2)nc2n3CCOC2)cc1OCC	-10%	-0.2%
Cc1cccc(NC(=O)N2CC=C(c3c[nH]c4ccccc34)CC2)c1C	25µM*[quencher]	?
Cc1cccc(-n2ccnc2SCC(=O)Nc2cc(C(F)(F)F)ccc2Cl)c1	-12%	2.2%
CCOc1ccc2nc(N(Cc3cccnc3)C(=O)c3ccco3)sc2c1	-22%	9.4%
CSc1ccc(CCNC(=O)c2cc3cc4cc(C)ccc4nc3s2)cc1	-5%	3.4%
Cc1ccccc1C1C=C(c2ccc(Cl)cc2)Nc2nnnn21 (centres undefined)	-2%	1.1%
CCCNC(=O)C1CCC(Cn2c(=O)c3sccc3n(CC(=O)N3CCCC3)c2=O)CC1 (centres undefined)	-3%	1.5%
Cc1ccc(C)c(N2CCN(C(=O)c3cc4c(=O)n(Cc5cccnc5)ccc4nc3C)CC2)c1	-3%	0.0%
CCc1ccccc1-n1cnc2cc(C(=O)NC3CCCCCC3)ccc21	-4%	6.5%

Later entries.
SMILES	Tau fluor counter	Epigenetic derep
CCOC(=O)c1ccc(CN(Cc2ccc(F)cc2)S(=O)(=O)c2ccc(F)c(C(=O)Nc3cc(Cl)ccc3OC)c2)cc1	-3%	0.6%
COc1ccc(NC(=O)CC2C(=O)N(c3ccc(C)cc3)C(=O)N2C2CCCC2)cc1 (centres undefined)	-20%	-2.9%
CCOc1ccc(NC(=O)CN2C(=O)CCSc3ccc(S(=O)(=O)N4CCCC4)cc32)cc1	-17%	5.1%
Cc1noc(Cn2c(=O)c3cc4c(cc3n(CC(=O)Nc3ccc(C(C)C)cc3)c2=O)OCO4)n1	-30%	8.6%
Cc1ccc(C2=Nc3ccccc3N(CC(=O)NCc3ccccc3Cl)C(=O)C2)cc1C	-12%	0.0%
Cc1ccc(NC(=O)C2CCCN2S(=O)(=O)c2ccc3c(c2)CCCC(=O)N3)cc1C (centres undefined)	-15%	-3.4%
Cc1ccc(SCc2nc(-c3ccc(C(=O)NCc4ccc(Cl)cc4)cc3)oc2C)cc1	10%	1.8%
Cc1ccc(C2c3[nH]c4ccccc4c3CCN2C(=O)c2ccccc2Br)cc1 (centres undefined)	-3%	3.1%
Cc1ccc(-n2nnc(-c3nsc(NC(=O)c4cccc(Cl)c4)n3)c2C)cc1C	0%	-2.2%
CC(C)CCNC(=O)CSc1nc2ccccc2nc1Cc1ccccc1	-3%	-4.5%
Cc1ccc(Cn2c(=O)n(Cc3nc(-c4ccccc4)no3)c(=O)c3cc4c(cc32)OCO4)cc1	-21%	4.7%
Cc1ccc(S(=O)(=O)NCc2ccc(C(=O)NCCc3cccc(C)c3)cc2)cc1	-11%	-1.1%
O=C(COc1ccccc1)N(Cc1cccnc1)c1nc2c(F)cc(F)cc2s1	-23%	4.1%
CC(C)CC(=O)Nc1ccc(C(=O)OCc2cc(=O)n3nc(C(C)C)sc3n2)cc1	-2%	-2.1%
CC(=O)c1ccc(NC(=O)CCn2nc(C)c(S(=O)(=O)N3CCC(C)CC3)c2C)cc1	0%	-1.7%
COC(=O)c1cnn2c(C)c(Cc3c(C)cc(C)cc3C)c(C)nc12	-18%	0.4%
Cc1ccc(C)c(N2CCN(CCCNC(=O)c3cnn(-c4ccccc4)c3C3CCN(C(=O)OC(C)(C)C)CC3)CC2)c1	-3%	-1.1%
Cc1nn(CCC(=O)NCc2ccc(N(C)C)cc2)c(=O)c2nn(-c3ccccc3)c(C)c12	-10%	3.8%
CCOc1ccccc1N(C)C(=O)c1cc(S(=O)(=O)NCc2ccc(C)cc2)ccc1F	-27%	2.6%
Cc1cccc(N2CCN(C(=O)c3cnn(-c4ccc(F)cc4F)c3C3CCN(C(=O)OC(C)(C)C)CC3)CC2)c1C	-8%	2.1%
Cc1csc2nc(-c3cccc(NC(=O)C(C)C)c3)cn12	-3%	-4.0%
CCCCN(C)CCNC(=O)c1cc(=O)[nH]c2ccc(S(=O)(=O)N3CCCCCC3)cc12	-7%	8.8%
